Pf Dd2 growth: inhibitors of Plasmodium falciparum Dd2 growth. P. falciparum Dd2 growth, SYBR Green, 72 h. Potency, µM (doses to about 28.9 µM), for the others: top-dose activity, negative = inhibition, hits mostly inhibitors. hit rate 4.3% among 120,000; active = well fitted inhibition curve with a large enough effect; inconclusive = small, poorly fitted or top-dose-only effect; inactive = no such curve, though single readings can be large or run the other way;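 also: plate controls were DMSO vehicle for no effect and reference drug for full effect; nearly all actives have a fitted effect of over 65% in size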
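Infected erythrocytes (Dd2, 0.3% parasitemia, 2.5% hematocrit final) are added to compound in RPMI-1640/Albumax II medium, grown 72 h at 37C in low oxygen, then lysed with saponin/Triton-X containing SYBR Green and read by fluorescence.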
Numbers without * were called inactive; i = inactive; u = inconclusive; & = joins results of further samples; [ ] = another dose, or the depositor's remark. Potency is read from the fitted curve at half-maximal effect. Only part of the results is shown; rates above refer to the full screens.

| mol | Pf Dd2 growth |
| --- | --- |
| COC[C@@H]1CN(Cc2ccncc2F)C[C@H]1c1nc(C)no1 | 11.2% |
| COC(=O)[C@H](NC(=O)C1=C[C@@H](NC(=O)CS(=O)(=O)c2ccccc2)[C@@H](O)[C@H](O)C1)C(C)C | u |
| O=C(Nc1ccccc1)N1C[C@@H]2OCC(=O)N(Cc3ccccn3)[C@@H]2C1 | -5.4%[44.1 µM] |
| COc1ccnc(-c2nnc3ccc(N(C)CCN(C)C)nn23)c1 | 16.3%[44.1 µM] |
| COc1ccccc1N1CCN([C@@H]2[C@H](O)[C@H](CO)O[C@@H]2CNC(=O)c2cccc(F)c2)CC1 | 14.8% |
| COc1cccc(NC(=O)Cn2c(C)cc3nc4n(c(=O)c32)CCCCC4)c1 | -11.3% |
| CCC(c1cccs1)N1C(=O)[C@H]2CN(S(=O)(=O)c3ccc(F)c(F)c3)C[C@H]2C1=O (stereo partly specified) | 2.6% |
| CN1Cc2ccccc2-n2ccnc2C12CCN(C(=O)C1CCCCC1)CC2 | i[5.79 µM] |
| O=C(Nc1ccc([C@@H](O)[C@H]2COCC(=O)N2Cc2ccccn2)cc1)C1CCCC1 | 0.8%[44.1 µM] |
| O=C(Cc1ccc(F)cc1)N1CC(c2nnc(-c3ccncc3)o2)C2(CCOCC2)C1 (stereo unspecified) | 3.4% |
| Cc1cccc(CN2CCCC(O)(CN3CCNC(=O)C3(C)C)C2=O)c1 (stereo unspecified) | -4.6% |
| O=C(CC(F)(F)F)NCCc1noc(-c2ccccc2)n1 | -18.3% |
| CCOC(=O)N1CCc2c(sc3c2c(=O)n(Cc2ccccc2)c(=O)n3Cc2cccc(Cl)c2)C1 | 11.2µM* |
| Cn1cccc1C(=O)N1CCCN(C(=O)C2CC2)C(c2ccccc2)CC(=O)NCC1 (stereo unspecified) | -3.0% |
| COc1cccc(Nc2nc(-c3ccccc3)c3cc(C)ccc3n2)c1 | 10µM* |
| CCOC(=O)C1CCCN(S(=O)(=O)c2cc(Br)cc3c2N(C(C)=O)CC3)C1 (stereo unspecified) | 21.0% |
| Cc1cc(C)cc(NC(=O)Cn2cc(C(=O)c3ccncc3)c(=O)c3cc(C)c(C)cc32)c1 | -24.0% |
| N[C@@H]1CCN(Cc2ccccc2OCc2ccc(Cl)cc2)C[C@H]1O | 4.47µM* |
| O=C(O)c1ccc(NC(=O)c2cc(S(=O)(=O)N3CCCCC3)c(Cl)cc2Cl)cc1 | -16.3% |
| O=C(CC(F)(F)F)N1CCOc2ccc(CN3CCc4ccccc4C3)cc2C1 | i |

Quoted from the listing.
Entry for `COc1cccc(NC(=O)Cn2c(C)cc3nc4n(c(=O)c32)CCCCC4)c1` under Pf Dd2 growth: -11.3%
Entry for `CCOC(=O)C1CCCN(S(=O)(=O)c2cc(Br)cc3c2N(C(C)=O)CC3)C1` (stereo unspecified) under Pf Dd2 growth: 21.0%

Remaining list, next part
| mol | Pf Dd2 growth |
| --- | --- |
| Cc1cc(N2CCN(C(=O)[C@H]3CC[C@@H](N)C3)CC2)n2ncnc2n1 | 10.9% |
| COCCOc1ccc2c(n1)CCN(C(=O)c1cccc(OC)c1)C2 | u |
| Fc1ccc(OCCC2CCNC2)cc1 (stereo unspecified) | i |
| COc1cccc(C(=O)N2CCCC2c2nncn2CCN(C)C)c1C (stereo unspecified) | 5.3% |
| COc1ccc(CNc2nc(-c3ccco3)nn2C(=O)CC(C)C)cc1 | 8.8% |
| CCn1cc(S(=O)(=O)N2CC(F)(F)C[C@H]2c2nc(C)no2)cn1 | 8.7% |
| O=C([C@@H]1CNC[C@H](C(=O)N2CCC(c3ccncn3)CC2)C1)N1CCCC1 | 17.7% |
| O=C(CCC1N=C2c3ccccc3N=C(SCC(=O)Nc3ccccc3F)N2C1=O)NCc1cccs1 (stereo unspecified) | -26.5% |
| Cc1ccc(CN2C(=O)c3ccccc3Sc3ccc(C(=O)NC4CCCC4)cc32)cc1 | -4.7% |
| COc1cc(OC)cc(C(=O)NC2CCN(c3cc(-c4ccccc4)[nH]n3)CC2)c1 | -22.5% |
| O=C(Nc1cccc(C(F)(F)F)c1)c1cc(-c2ccc(Cl)s2)nc2ccccc12 | -27.9% |
| CCCn1nc(NC(=O)c2cccc(Cl)c2)c2cc3cccc(C)c3nc21 | 3.2% |
| COc1ccc(-c2ccc3c(n2)CNC(=O)CO3)cc1F | -4.9%[44.1 µM] |
| CCOc1cccc(-c2nc3ccccc3c(=O)o2)c1 | -5.0% |
| O=C(NCc1ccc(-c2cccc(Cl)c2)o1)[C@H]1CCC[C@@H](O)C1 | -26.5% |
| Cc1noc([C@@H](C)NC(=O)c2nc3ccccc3[nH]2)c1C(=O)O | u |
| Cc1ccccc1C(=O)Nc1ccc(OCc2cc(=O)n3ccccc3n2)cc1 | i |
| CCCOc1ccccc1-c1nc(SCC(=O)c2ccccc2)n[nH]1 | 21.1% |
| CCCCc1cc(C[C@H]2CNCC[C@H]2CC(=O)N(CC)CC)no1 | i |
| CN(C)[S+](=O)([O-])c1ccc2c(c1)OCCN(Cc1ccccc1Cl)C2 | u |
| COc1ccccc1NC(=O)c1c(NC(=O)c2ccccc2F)sc2c1CCC2 | 49.3%[activator] |
| Cc1cc(C(=O)N2CC[C@@H]3CN(Cc4ccccc4)[C@@H]3C2)nn1C | i |
| CCOC(=O)c1cccc(NC(=O)CCc2nc3cccnc3n2-c2ccccc2)c1 | 84.7%[activator] |
| COCc1c(C(=O)N2CCCn3ccnc3C2C(C)C)noc1C (stereo unspecified) | 2.9% |
| CSc1ncc(C(=O)N2CCN(c3cccc(Cl)c3)CC2)c(C)n1 | 23.3% |
| CCOc1ccc(S(=O)(=O)N(CC(=O)Nc2cccnc2)c2ccccc2)cc1 | 6.3% |
| CCOc1ccccc1CN1CCN(C(=O)CC2CCOCC2)CC1 | -18.4% |
| Cc1ccc(-c2nnc(C3CN(C(=O)CC(C)(C)C)CC34CCOCC4)o2)cc1 (stereo unspecified) | -15.5% |
| CN(Cc1ccccc1C(F)(F)F)C1CCc2ccccc21 (stereo unspecified) | -3.9%&7.4%[44.1 µM] |
| COc1cccc(C(=O)N2C(C(=O)NC(C)C)COC23CCN(C(=O)CC(C)(C)C)CC3)c1 (stereo unspecified) | -1.4% |
| Cc1ccccc1N1Cc2c(NCCc3ccc(Cl)cc3)ncnc2N(C)CC1=O | i |
| Cc1ccccc1S(=O)(=O)N1CCC2(CC1)CC(CC(=O)N1CCCC1)CCO2 (stereo unspecified) | u |
| Cn1nc(C(=O)N2CCN(c3ccc(Cl)cc3)CC2)c2c1-c1ccccc1SC2 | 9.4% |
| O=C(c1cccc(F)c1)N1CCCC1c1nc(C2CCOCC2)no1 (stereo unspecified) | -3.3% |
| CC(C)c1noc([C@@H]2C[C@H](NC(=O)Nc3ccccc3)CN2C)n1 | i |
| CCOc1ccc(-c2nnc(SCC(=O)NCCc3ccccc3)nc2-c2ccc(OCC)c(OC)c2)cc1OC | -15.1% |
| O=C(CCC[C@H]1NC[C@@H]2C[C@H]1CN(Cc1ccccc1)C2)NCC1CC1 | 7.0% |
| Cc1ccc(C)c(N2CCN(C(=O)CCc3conc3-c3ccccc3F)CC2)c1 | u |
| CCOC(=O)c1c(NC(=O)c2cc(=O)c3c(C)cc(C)cc3o2)sc(C(C)=O)c1C | 31.9%[activator] |
| O=C(CC1CCCCC1)N1CCCC1c1nncn1Cc1ccncc1 (stereo unspecified) | -8.1% |

Molecules from the list above containing a COOH group:
| mol | Pf Dd2 growth |
| --- | --- |
| O=C(O)c1ccc(NC(=O)c2cc(S(=O)(=O)N3CCCCC3)c(Cl)cc2Cl)cc1 | -16.3% |
| Cc1noc([C@@H](C)NC(=O)c2nc3ccccc3[nH]2)c1C(=O)O | u |

(listing goes on)
| mol | Pf Dd2 growth |
| --- | --- |
| COc1ccccc1N1CCN(C(=O)c2cnn(-c3ccc(F)cc3F)c2C2CCNCC2)CC1 | u |
| CN1C[C@@H](NC(=O)c2ccc(C(C)(C)C)cc2)C[C@H]1c1nc(-c2ccncc2)no1 | u |
| C=CCNC(=O)N[C@H]1CCN2C(=O)c3ccccc3NC(=O)[C@@H]2C1 | -10.5%[44.1 µM] |
| Fc1cccc(NCc2cccn2-c2nnc(N3CCOCC3)s2)c1 | u |
| COc1ccc(CNc2nc(-c3ccc(OC)cc3)cc(C(F)(F)F)n2)cc1 | u |
| O=C(c1ccc(C(F)(F)F)cc1)N1CCC2(CC1)CN[S+](=O)([O-])c1ccccc1N2 | i |
| COc1ccc(C(=O)c2cn(CC(=O)Nc3ccc4c(c3)OCCO4)c3ccc(OC)cc3c2=O)cc1 | i |
| CN(C)S(=O)(=O)N1CCC2(CCCN(CCCc3ccccc3)C2=O)C1 (stereo unspecified) | -2.7% |
| NC(=O)CO[C@@H]1CO[C@H]2[C@@H]1OC[C@@H]2NC(=O)Nc1ccccc1 | -21.6%[44.1 µM] |
| CCN1C(=O)c2ccccc2Sc2ccc(NC(C)=O)cc21 | 6.8% |
| Cc1noc([C@@H]2CN(Cc3ccccc3C(F)(F)F)C[C@H]2CO)n1 | -9.5% |
| CCc1ccc(-n2c(=O)c3c4c(sc3n(CC(=O)N3CCCCC3CC)c2=O)CCC4)cc1 (stereo unspecified) | i |
| COc1ccc(-c2ccc3c(c2)C(=O)N2C[C@@H](NS(=O)(=O)c4ccc(F)cc4)C[C@H]2C(=O)N3)c(OC)c1 | i |
| Cc1ccc(NC(=O)C2CC(=O)N(c3n[nH]c4cccc(F)c34)C2)nc1 (stereo unspecified) | 3.1% |
| CCc1ccc(NC(=O)CSC2=Nc3ccccc3C3=NC(CCC(=O)NCc4ccccc4OC)C(=O)N23)cc1 (stereo unspecified) | 16.6% |
| CC(C)c1ccc(C2Sc3ccccc3NC3=C2C(=O)c2ccccc23)cc1 (stereo unspecified) | 3.55µM* |
| CNc1nc(C(=O)NCc2ccc3[nH]c(-c4ccc(F)cc4)c(C)c3c2)cs1 | u |
| COc1cccc(CCC(=O)N2CCC3(CC2)N=C(c2ccc(C)cc2)NO3)c1 | -9.6% |
| O=C(C1CC1)N1CCCN(S(=O)(=O)c2ccc3c(c2)OCCO3)c2ccccc21 | u |
| O=C(c1ccco1)N1CCCC(c2nc(CCOCC3CCOCC3)no2)C1 (stereo unspecified) | -17.9% |
| O=C(c1ccn[nH]1)N1C[C@@H](COCC2CC2)[C@H](c2ccncc2)C1 | i |
| O=C(CCn1cccn1)NC1CC(=O)N(Cc2cccc3ccccc23)C1 (stereo unspecified) | -4.1% |
| Cc1nc(-c2c3n(c(=O)n(CC(=O)Nc4ccc(C)c(C)c4)c2=O)CCCCC3)no1 | 52.8%[activator] |
| O=C(NCC1(COc2cccnc2)C[C@@H](O)[C@@H](O)C1)c1cccnc1 (stereo partly specified) | 20.8%[44.1 µM] |
| Cc1ccc(NC(=O)N2CCN3CCCCC3C2)cc1F (stereo unspecified) | -13.7% |
| COc1cccc(NS(=O)(=O)c2ccc3[nH]cc(C(=O)NCCc4ccccc4)c(=O)c3c2)c1 | -15.5% |
| COc1ccc(N(C)C(=O)c2cc3c(s2)-c2ccccc2OC3)cc1 | -4.4% |
| COc1cccc(N2CCN(C(=O)Cn3ncc4c3-c3ccccc3OC4)CC2)c1 | u |
| COc1ccc(/C=C/c2onc(C)c2S(=O)(=O)N2CCC(C(=O)N3CCC(C)CC3)CC2)cc1 | u |
| Cc1ccc(NC(=O)N[C@H]2C[C@@](O)(C(=O)N[C@H](C)C(N)=O)C[C@@H](O)[C@@H]2O)cc1 | 7.3%[44.1 µM] |
| Cc1cccc(NC(=O)C(=O)NCC(c2cccnc2)N2CCc3ccccc3C2)c1C (stereo unspecified) | u |
| O=C(Cc1ccccn1)N1CCn2c(nn(-c3ccc(F)cc3)c2=O)C1 | 8.8% |
| COc1ccc(S(=O)(=O)N2CC[C@H]3NC(=O)N(Cc4ccccc4)C(=O)[C@H]32)cc1 | 17.2%[44.1 µM] |
| O=C(Nc1ccon1)c1cccn(Cc2ccccc2)c1=O | 30.0%[activator] |
| CCc1nnc(SC(CC)C(=O)Nc2cc(C)ccc2C)c2cc3occc3n12 (stereo unspecified) | -5.4% |
| CCn1nc(C)c(CCN(C)C(=O)Nc2cc(C)cc(C)c2)c1C | i |
| CCN(CC)CCNC(=O)c1ccc(-c2nc(CS(=O)(=O)c3ccc(C)cc3)c(C)o2)cc1 | i |
| COc1ccc(C)c2sc(N3CCN(C(=O)c4ccco4)CC3)nc12 | 15.0% |
| O=C(COc1ccc(F)cc1)OCc1cc(=O)n2nc(C3CC3)sc2n1 | 2.0% |
| COCCNC(=O)C[C@@H]1c2nc(NC(=O)c3ccnc(Cl)c3)sc2C[C@@H]2[C@](C)(CO)[C@H](O)CC[C@]21C | -20.9% |
| COc1ccc(Cn2c(C(=O)O)c(CNC3CCCCC3)c3ccc(C)cc32)cc1 | -18.0% |
| O=C(c1ccccc1F)N1CCCC2(CC(c3ccccn3)=NO2)C1 (stereo unspecified) | i |
| Cc1ccc(Cn2ccn(Cc3ccc(C)cc3)c(=O)c2=O)cc1 | 3.4% |
| Cc1ccc(OCCn2nnc3sc4c(c3c2=O)CCC(C)C4)cc1 (stereo unspecified) | 34.2%[activator] |
| Cc1cc(N2CCC(C)CC2)nc2ccc(NC(=O)Cc3ccccc3Br)cc12 | -18.7% |
| O=C(C1CCCN(S(=O)(=O)c2ccc(Br)s2)C1)N1CCN(c2cccc(Cl)c2)CC1 (stereo unspecified) | -13.1% |
| O=C(CCn1ccn2nc3c(c2c1=O)CCCC3)NCc1ccc2c(c1)OCO2 | u |
| COc1ccc(-c2cc(N3CCC(NC(=O)c4cccc(Cl)c4)C3)n[nH]2)cc1 (stereo unspecified) | i |
| O=C(NCc1ccccc1)NC[C@H]1Cn2cc(-c3ccccc3)nc2CO1 | i |
| O=[S+]([O-])(c1cccnc1)c1nnn2c1nc(NCc1ccc(F)cc1)c1ccccc12 | u |
| CCN(CC)c1ccc(NC(=O)COCc2cc(-c3ccc4c(c3)OCO4)on2)c(C)c1 | 1.7% |
